Bioassay records from PubChem.
TDP-43 yeast inh – TDP-43 toxicity inhibition in yeast; TDP-43 expressing yeast growth rescue, BacTiter-Glo, 24 h; Potency, µM (titrated, usually from 46.1 µM), for the others: at the highest dose growth rescue (activation), usual class: activators; actives 1.8% (n = 410,000); AID 652104; also: % of control where 0% means no effect; nearly all actives have a fitted effect of over 50% in size
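Growth rescue of TDP-43-toxic yeast measured as ATP luminescence (BacTiter-Glo). Cells grown to mid-log in raffinose, induced in galactose at OD600=0.02, exposed to compound 24 hr at 30 deg C.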
FUS suppressor – FUS proteinopathy suppression in yeast; S. cerevisiae FUS-expressing, growth rescue, OD600, 24 h; actives 0.24% (n = 390,000); Potency, µM (titrated, usually from 76.6 µM), without a hit: top-dose growth rescue (activation), actives largely listed as activators;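 also: plate controls were DMSO vehicle for no effect and reference control for full effect; nearly all actives have a fitted effect of over 55% in size; some results filed as inactive show a strong effect at the top dose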
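Yeast expressing FUS under galactose induction, OD 0.005 in 2% galactose medium; compounds in a dilution series, 24 h at 30C. Growth rescue by absorbance at 600 nm; CP55940 positive control, DMSO negative.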
EPAC2 agonist – agonists of human EPAC2 (RAPGEF4); EPAC2 activation, biochemical qHTS; response scale: 100% = 6.5 mM cAMP response; Potency, µM (highest dose often 154 µM), for the others: top-dose activation, hits mostly activators; actives 0.079% (n = 360,000); also: nearly all actives have a fitted effect of over 50% in size
Target sequence (Q8WZA2 whole entry, looked up): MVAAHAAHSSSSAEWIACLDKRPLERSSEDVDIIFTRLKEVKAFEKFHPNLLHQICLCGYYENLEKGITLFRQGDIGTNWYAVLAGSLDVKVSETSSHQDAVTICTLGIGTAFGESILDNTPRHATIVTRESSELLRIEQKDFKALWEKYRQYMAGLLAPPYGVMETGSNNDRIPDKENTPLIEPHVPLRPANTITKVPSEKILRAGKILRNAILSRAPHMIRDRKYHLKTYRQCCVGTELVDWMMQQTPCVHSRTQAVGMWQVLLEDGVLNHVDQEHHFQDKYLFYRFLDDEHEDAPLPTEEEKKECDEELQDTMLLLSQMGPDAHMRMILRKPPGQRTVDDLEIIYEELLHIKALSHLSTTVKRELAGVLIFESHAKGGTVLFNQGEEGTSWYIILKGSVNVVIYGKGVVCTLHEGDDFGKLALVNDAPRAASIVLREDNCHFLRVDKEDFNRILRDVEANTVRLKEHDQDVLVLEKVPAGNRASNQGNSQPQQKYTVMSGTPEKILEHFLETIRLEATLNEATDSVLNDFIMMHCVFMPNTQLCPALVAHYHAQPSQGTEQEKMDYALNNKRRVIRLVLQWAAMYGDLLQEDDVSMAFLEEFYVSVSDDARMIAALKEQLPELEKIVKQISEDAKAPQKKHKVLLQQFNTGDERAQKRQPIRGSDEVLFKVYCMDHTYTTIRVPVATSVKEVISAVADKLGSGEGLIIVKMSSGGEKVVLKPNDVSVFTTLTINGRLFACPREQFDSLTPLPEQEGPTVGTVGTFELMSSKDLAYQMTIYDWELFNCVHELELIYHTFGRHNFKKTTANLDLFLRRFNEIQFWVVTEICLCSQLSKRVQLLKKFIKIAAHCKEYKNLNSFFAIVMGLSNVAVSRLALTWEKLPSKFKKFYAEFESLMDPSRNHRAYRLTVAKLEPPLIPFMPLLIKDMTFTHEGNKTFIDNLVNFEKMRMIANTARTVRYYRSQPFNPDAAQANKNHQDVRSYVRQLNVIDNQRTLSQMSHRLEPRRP
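Fluorescence exchange assay: 100 nM EPAC2 with 250 nM RAP1B-BODIPY-GDP and 50 uM GDP; compounds tested as a concentration-titration series (qHTS). Loss of Rap1-bound BODIPY-GDP fluorescence read at 480/540 nm; data normalized to 6.5 mM cAMP.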
EPAC2 antag – antagonists of human EPAC2. Q8WZA2. EPAC2 GEF exchange of Rap1B-BODIPY-GDP, fluorescence. Potency, µM (doses to about 114 µM), for the others: top-dose activity, negative = inhibition, usual class: inhibitors. actives 0.18% (n = 360,000); also: % is scaled to controls: 0 for no effect and ±100 for the full control effect; nearly all actives have a fitted effect of over 45% in size; many of its hits are not listed in these tables
EPAC1 antagonist – blocks human EPAC1 exchange factor; O95398; EPAC1 GEF assay, Rap1b-BODIPY-GDP exchange fluorescence; Potency, µM (doses to about 115 µM), without a hit: at the highest dose activity change, negative = inhibition, hits mostly inhibitors; actives 0.14% (n = 360,000);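 also: plate controls were vehicle for no effect and positive control for full effect; nearly all actives have a fitted effect of over 50% in size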
aSyn yeast inh – inhibitors of alpha-synuclein toxicity in yeast. Yeast expressing alpha-synuclein, growth rescue, BacTiter-Glo, 24 h. Potency, µM (top dose mostly 46.1 µM), without a hit: at the top dose growth rescue (activation), usual class: activators. actives 0.14% (n = 370,000). AID 652106; also: % of control where 0% means no effect; nearly all actives have a fitted effect of over 65% in size
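Screening used galactose-induced yeast with toxic alpha-synuclein levels, exposed to compound for 24 hr at 30 deg C. Cell growth, read with BacTiter-Glo luminescence, gave the measured signal.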
EPAC1 agonist – EPAC1 (human) agonism | EPAC1 agonist qHTS, biochemical assay; response scale: 100% = response to 6.5 mM cAMP | Potency, µM (doses to about 154 µM), for the others: top-dose activation, most hits filed as activators | AID 720707 | actives 0.073% (n = 360,000); also: nearly all actives have a fitted effect of over 60% in size
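Compounds were pinned as a concentration titration into mixtures of EPAC1 (100 nM), BODIPY-GDP-loaded Rap1B (250 nM) and GDP (50 uM). After 5 min at room temperature, fluorescence was followed for 30 min; activity was scaled to 6.5 mM cAMP.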
PTHR1 agonist – activates the human parathyroid hormone receptor PTHR1 | Potency, µM (highest dose often 115 µM), for the others: at the highest dose activation, hits mostly activators | actives 0.075% (n = 410,000) | HEK293 GP2 PTHR1 cells, GloSensor cAMP luminescence, 1 h | Q03431 | AID 743266; also: nearly all actives have a fitted effect of over 55% in size; some results filed as inactive show a strong effect at the top dose; inactives centre near -15; many of its hits are not listed in these tables
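HEK-293-derived GP2 cells expressing PTHR1 and a GloSensor cAMP reporter, 3,000/well, plated overnight, given luciferin plus IBMX (each 0.5 mM as added) for 1 h at 37 °C, then compound for 1 h at 37 °C. Luminescence was read after 15 min at room temperature.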
Numbers without * were called inactive; i = inactive; u = inconclusive; x = not tested or not shown; [ ] = dose if it differs, or a comment. Calls follow the shape of the dose curve; as a rule, active = well fitted curve in the direction sought with a large enough effect; inconclusive = small, poorly fitted or top-dose-only effect, or another doubt; inactive = no such curve, though single readings can be large; an effect the other way counts as inactive or inconclusive. Potency is read from the fitted curve at half-maximal effect. Only part of the results is shown; count on the stated rates, not on these rows.

Second line of a record – TDP-43 yeast inh | FUS suppressor | EPAC2 agonist | EPAC2 antag | EPAC1 antagonist | aSyn yeast inh | EPAC1 agonist | PTHR1 agonist
Cc1nnc(C)n1N1C(=O)c2cccc3cccc(c23)C1=O
  -22% | x | 10% | 23% | -4% | 1% | 3% | -4%
COc1ccc(N(C(=O)c2snc(C(N)=O)c2N)C(C(=O)NCc2ccc(F)cc2)c2ccc(O)cc2)cc1 (configuration not stated)
  -8% | 28µM* | 22% | -5% | 4% | -1% | 16% | -17%
COc1cc(S(N)(=O)=O)c(OC)cc1N
  4% | -21% | 1% | -23% | -15% | 6% | -3% | -1%
Cc1ccc(CNCC(=O)Nc2cccc(S(=O)(=O)NC3=NCCCCC3)c2)cc1
  3% | -13% | 3% | 5% | -8% | 1% | -18% | -15%
CCN(CC)CCCNC(=O)C1CCC(=O)N(c2ccc(OC)cc2)C1c1ccc(F)cc1 (configuration not stated)
  -13% | -2% | 5% | -3% | -10% | 0% | 3% | i
CC(C)Cn1c(N)c(C(=O)CSc2ccc3c(c2)OCCO3)c(=O)n(C)c1=O
  17% | 3% | -11% | -7% | 0% | 4% | -10% | -26%
COc1ccc(CC(C)N2CCN(Cc3ccccc3)CC2)cc1OC (configuration not stated)
  -4% | -12% | 6% | 0% | -3% | -6% | -1% | -2%
c1ccc(Cn2nc(-c3ccccc3)nc2-c2ccccc2)cc1
  -22% | 32% | 18% | 6% | -7% | -5% | 26% | 12%
CCCn1c(N)c(Sc2ccc([N+](=O)[O-])cc2)c(=O)n(CCC)c1=O
  -23% | 8% | 6% | -13% | -34% | 2% | 15% | -10%
CCN(CC)S(=O)(=O)c1cccc(C(=O)Nc2ccccc2)c1
  11% | 1% | -3% | -1% | 0% | 4% | 0% | -35%[inhibitor]
CN(C)c1ccc(CNC(=O)CCS(=O)(=O)c2ccc3c(c2)n(C)c(=O)c(=O)n3C)cc1
  -14% | 7% | 11% | 7% | u | -5% | -12% | -19%
CN(C)c1ccc(C(=O)C=Cc2ccc([N+](=O)[O-])cc2)cc1
  u | -11% | 2% | -6% | 2% | 1% | 2% | i
CCN(CC)C(=O)[C@H]1CC(CC(=O)NC/C=C(\C)CCC=C(C)C)C(=O)N2CCc3c([nH]c4ccc(OC)cc34)[C@]12C (some centres not stated)
  u | u | -7% | u | -26% | 4% | -26% | -38%[inhibitor]
CC(=O)N1CCCN(C(=O)c2cc(COc3c(F)cccc3F)on2)CC1
  -11% | 6% | 2% | 11% | 6% | -6% | -6% | -11%
Cc1cc(=O)[nH]c(SCC(=O)c2ccc(C(C)C)cc2)n1
  -6% | -9% | -20% | 7% | -2% | -12% | -2% | -7%[57.5 µM]
COc1ccc(N(C(=O)/C=C/C(=O)Nc2cc(C)on2)C(C(=O)NC2CCCC2)c2ccccc2C)cc1 (configuration not stated)
  7% | u | 4% | 5% | -3% | 1% | -1% | i
O=C(c1ccc(N2C(=O)C3C4c5ccccc5C(c5ccccc54)C3C2=O)cc1)N1CCOCC1 (configuration not stated)
  0% | 6% | -8% | 6% | 0% | -5% | 4% | i
COc1ccc(N(C)S(=O)(=O)c2cccc(C(=O)NCc3ccc(C)cc3)c2)cc1
  5% | x | 3% | -6% | -4% | 9% | 6% | -16%
O=C(O)C(=Cc1ccc([N+](=O)[O-])cc1)c1cccc(Cl)c1
  11% | -2% | 9% | -3% | 12% | -1% | 10% | -2%
O=C(O)CC(c1ccc(F)cc1F)N1Cc2ccccc2C1=O (configuration not stated)
  -14% | 1% | 2% | 3% | 3% | 5% | -4% | i
O=C(NCCCNC(=O)c1ccccn1)c1ccc(Br)cc1
  -11% | x | -1% | 2% | 3% | 3% | -9% | i
Cc1cccc(C)c1OCC(=O)Nc1cccc(-c2nnc(-c3ccccc3)o2)c1
  5% | 33% | 8% | 4% | 2% | 9% | -10% | -6%[57.5 µM]
Cc1ccc(S(=O)(=O)N2CCN(C(=O)c3ccc(N4CCC(C)CC4)c([N+](=O)[O-])c3)CC2)cc1
  21% | x | -1% | -6% | -12% | 11% | 5% | i
NS(=O)(=O)c1ccc(CCNC(=O)C(=O)C2C(=O)Nc3ccccc32)cc1 (configuration not stated)
  1% | 16% | 1% | 4% | 2% | 6% | 4% | -12%
Cc1cccc(NC(=O)/C=C/c2cccs2)n1
  27% | 24% | 3% | -8% | -4% | -11% | 7% | -94%[inhibitor]
CCn1cc(Cl)c(C(=O)Nc2ccccc2C(N)=O)n1
  -8% | -2% | 3% | 2% | -22% | 0% | -2% | -5%
Brc1ccc2ncc(Br)cc2c1
  5% | -6% | 3% | 10% | -1% | -1% | 1% | i
CN(CC(=O)NC(=O)NC(C)(C)C)CC(=O)Nc1ccccc1Cl
  17% | -39% | 8% | 1% | -13% | -1% | 8% | u
O=C(CCc1nc(-c2cccs2)no1)Nc1cnc2ccccc2c1
  19% | -14% | 6% | 10% | 4% | -6% | -3% | -3%
COc1ccc(CCN2C(=O)CSC2=Nc2ccc(C)cc2C)cc1OC
  13% | -38% | -10% | 6% | 14% | 13% | -4% | -39%[inhibitor]

Four entries from above, with each value named.
Brc1ccc2ncc(Br)cc2c1
  TDP-43 yeast inh: 5%
  FUS suppressor: -6%
  EPAC2 agonist: 3%
  EPAC2 antag: 10%
  EPAC1 antagonist: -1%
  aSyn yeast inh: -1%
  EPAC1 agonist: 1%
  PTHR1 agonist: i

CN(CC(=O)NC(=O)NC(C)(C)C)CC(=O)Nc1ccccc1Cl
  TDP-43 yeast inh: 17%
  FUS suppressor: -39%
  EPAC2 agonist: 8%
  EPAC2 antag: 1%
  EPAC1 antagonist: -13%
  aSyn yeast inh: -1%
  EPAC1 agonist: 8%
  PTHR1 agonist: u

O=C(CCc1nc(-c2cccs2)no1)Nc1cnc2ccccc2c1
  TDP-43 yeast inh: 19%
  FUS suppressor: -14%
  EPAC2 agonist: 6%
  EPAC2 antag: 10%
  EPAC1 antagonist: 4%
  aSyn yeast inh: -6%
  EPAC1 agonist: -3%
  PTHR1 agonist: -3%

COc1ccc(CCN2C(=O)CSC2=Nc2ccc(C)cc2C)cc1OC
  TDP-43 yeast inh: 13%
  FUS suppressor: -38%
  EPAC2 agonist: -10%
  EPAC2 antag: 6%
  EPAC1 antagonist: 14%
  aSyn yeast inh: 13%
  EPAC1 agonist: -4%
  PTHR1 agonist: -39%[inhibitor]

Other structures:
Second line of a record – TDP-43 yeast inh | FUS suppressor | EPAC2 agonist | EPAC2 antag | EPAC1 antagonist | aSyn yeast inh | EPAC1 agonist | PTHR1 agonist
COCCn1nnnc1C(c1cccc(C#N)c1)N1CCCCCC1 (configuration not stated)
  -21% | 21% | 4% | 2% | 3% | 0% | 1% | -5%[57.5 µM]
COC(=O)Sc1nc(N2CCOCC2)c2c(c1C#N)CC(C)(C)OC2
  -1% | 12% | 4% | 16% | 6% | 17% | 5% | -17%[57.5 µM]
COc1ccc(NC2CCCN(C(=O)CCCN3CCCCC3=O)C2)cc1 (configuration not stated)
  -1% | -4% | -3% | 3% | -20% | 0% | 10% | i
CCN1C[C@@H]2[C@@H]3C(=O)N(Cc4ccccc4)C(=O)[C@@H]3[C@](C)(C1=O)N2C(=O)c1ccccc1
  8% | -23% | 6% | 1% | -1% | 2% | 5% | -23%
CC(=O)C1=C(c2ccccc2)OC(N)=C(C#N)C1c1ccccc1F (configuration not stated)
  10% | x | 9% | -2% | 1% | 0% | 2% | i
Cc1cnn(-c2cc(N/N=C/c3ccc(F)cc3)ncn2)c1
  -7% | -7% | -4%[15.6 µM] | 5% | -5% | -7% | -4% | -10%[57.5 µM]
CCN1C(=O)[C@@H]2[C@@H](c3ccc(-c4ccc(OC)cc4)cc3)N3CCC[C@@]3(C(=O)OC)[C@@H]2C1=O
  17% | 25% | 4% | u | -1% | -1% | 4% | -18%
CCCc1nc2sc3ccccc3c(=O)c2c(=O)n1Cc1ccc(OC)cc1
  -4% | -2% | 4% | -12% | 11% | 5% | 2% | -16%
COCCN1C2=C(C(=O)CC(C)(C)C2)C(c2ccc(O)c(OC)c2)C2=C1CC(C)(C)CC2=O
  -3% | -17% | -5% | -20% | 11% | -3% | 4% | i
Cn1ccnc1/C(=N\NC(=O)c1ccccc1)c1cccc([N+](=O)[O-])c1
  2%[9.22 µM] | 6% | 12% | 13% | 9% | -7% | 5% | i
COc1ccccc1C(=O)COC(=O)CCN=C1NS(=O)(=O)c2ccccc21
  13% | 7% | 7% | -1% | -6% | 2% | u | i
CCOc1ccccc1CNC(=O)C(C)n1nc(C)c2c(C)n(-c3ccccc3)nc2c1=O (configuration not stated)
  -7% | 5% | 7% | 4% | -24% | -2% | -2% | -32%[inhibitor]
COc1cccc(CN(C)CC(=O)Nc2sc3c(c2C#N)CCC3)c1
  4% | 12% | 3% | -8% | -27% | 1% | -1% | -12%
Cc1cc(C)n(-c2nnc(NC34CC5CC(CC(C5)C3)C4)nn2)n1
  10% | x | 7% | 7% | 0% | 20% | -6% | -52%[inhibitor]
CN(CC(=O)Nc1ccc2c(c1)CCC2)CC(=O)Nc1ccccc1Br
  19% | 18% | 5% | 3% | -9% | 8% | -1% | -42%[inhibitor]
COc1ccccc1CNC(=O)C(NC(=O)c1ccccc1)C(C)C (configuration not stated)
  7% | -25% | 6% | 3% | -1% | -7% | -5% | -27%
Cc1sc(NC(=O)c2ccco2)c(C(Nc2ccccn2)c2ccccc2)c1C (configuration not stated)
  11% | 23% | 0% | -8% | -15% | 0% | 12% | -21%
COC(=O)[C@@H](NC(=O)NCCC1=CCCCC1)C(C)C
  -8% | 10% | 3% | -7% | 15% | -4% | -1% | i
CCn1nnc(-c2ccccc2NC(=O)c2cc(OC)c(OC)c(OC)c2)n1
  -1% | -4% | 7% | -10% | -15% | 2% | 11% | i
CCC(C)Sc1ccc([C@H]2N[C@@](C)(C(=O)OC)[C@H]3C(=O)N(C)C(=O)[C@@H]23)cc1OC (some centres not stated)
  9% | -3% | 19% | -1% | -9% | 4% | 7% | i
CCNc1c([N+](=O)[O-])ncn1C
  11% | -22% | 1% | 3% | -3% | -1% | 9% | -9%
Cc1n[nH]c(C)c1S(=O)(=O)N(CC(=O)Nc1ccc2c(c1)OCCO2)c1ccc(C(C)C)cc1
  15% | u | -6% | -7% | -4% | 5% | -16% | i
COc1ccc(S(=O)(=O)N(C)C[C@H]2Oc3ccc(NS(=O)(=O)c4ccc(F)cc4)cc3C(=O)N([C@H](C)CO)C[C@@H]2C)cc1
  28% | 32µM* | 4% | -8% | -5% | 2% | -17% | i
CC(=O)c1cc(F)ccc1OCC(=O)Nc1ccc2c(c1)OCO2
  0% | 35% | 5% | 25% | -2% | -4% | 0% | -18%
